Assay outcomes from PubChem.
FBW7 act – FBW7 E3 ligase activators, primary screen, biochemical, AlphaScreen, human | F-box/WD repeat-containing protein 7 (Homo sapiens), Q969H0 | AlphaScreen FBW7–phospho-cyclin E peptide binding, activator screen | normalized activity (activation), % at 26.1 µM | 650,000 compounds, 0.13% hits | AID 1259310, 2017; in the data active means normalized activity above about 1.9%;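 further: purified mutant Fbw7 with reduced substrate affinity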
MITF inh – MITF inhibitors, primary screen, biochemical, AlphaScreen, human. AlphaScreen MITF homodimerization, bead proximity signal. Microphthalmia-associated transcription factor (Homo sapiens), O75030. inhibition, % at 2.6 µM. AID 1259374, 2018. 650,000 compounds, 0.91% hits; in the data active means inhibition above about 50%;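 further: 0% = vehicle wells with protein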
Target sequence (O75030 whole entry, looked up): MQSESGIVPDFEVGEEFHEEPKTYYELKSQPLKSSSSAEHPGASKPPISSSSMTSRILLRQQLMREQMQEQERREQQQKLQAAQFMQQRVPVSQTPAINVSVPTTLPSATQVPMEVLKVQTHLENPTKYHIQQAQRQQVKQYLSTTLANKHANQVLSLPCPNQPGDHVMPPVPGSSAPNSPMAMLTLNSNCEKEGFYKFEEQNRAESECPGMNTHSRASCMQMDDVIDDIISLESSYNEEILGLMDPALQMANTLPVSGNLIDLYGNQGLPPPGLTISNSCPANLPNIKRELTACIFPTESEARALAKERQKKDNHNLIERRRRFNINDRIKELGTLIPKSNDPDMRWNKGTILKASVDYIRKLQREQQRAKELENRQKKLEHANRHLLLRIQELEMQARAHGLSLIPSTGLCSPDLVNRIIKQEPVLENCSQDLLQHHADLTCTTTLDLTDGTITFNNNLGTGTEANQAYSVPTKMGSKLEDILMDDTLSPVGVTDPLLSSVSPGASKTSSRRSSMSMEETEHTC
TEAD-YAP inh – TEAD-YAP interaction inhibition, primary screen, TEAD-YAP interaction inhibitor project, luminescence, HEK-TIYL cells; inhibition, % at 9.12 µM; TEAD-Gal4/YAP UAS-luciferase luminescence; 640,000 compounds, 1.4% hits; AID 1259422, 2018; in the data active means inhibition above about 32%;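 further: 0% = median of test compound wells and 100% = reference inhibitor wells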
GPR151 activ – activators of human GPR151, primary screen, cell-based, PathHunter beta-arrestin, luminescence; PathHunter beta-arrestin GPR151 cells; 650,000 compounds, 1% hits; G-protein coupled receptor 151 (Homo sapiens), Q8TDV0; activation, % at 11.2 µM; AID 1508602, 2020; in the data active means activation above about 4.9%;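 further: 0% = median of compound wells and 100% = cells with positive control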
Target sequence (Q8TDV0 whole entry, looked up): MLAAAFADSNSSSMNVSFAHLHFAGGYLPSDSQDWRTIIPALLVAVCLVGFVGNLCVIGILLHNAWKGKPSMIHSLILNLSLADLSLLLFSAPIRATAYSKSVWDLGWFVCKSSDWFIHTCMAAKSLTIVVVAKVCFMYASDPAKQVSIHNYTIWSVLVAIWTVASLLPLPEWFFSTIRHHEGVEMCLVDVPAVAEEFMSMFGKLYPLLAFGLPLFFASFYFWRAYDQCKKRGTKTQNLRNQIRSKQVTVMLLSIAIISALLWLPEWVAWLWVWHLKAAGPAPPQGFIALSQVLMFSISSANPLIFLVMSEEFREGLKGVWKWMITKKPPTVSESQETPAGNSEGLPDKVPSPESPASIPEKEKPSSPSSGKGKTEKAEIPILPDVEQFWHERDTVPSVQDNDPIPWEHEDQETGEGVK
Starred values were filed as active, the others as inactive; & = joins results of further samples.

SMILES	FBW7 act	MITF inh	TEAD-YAP inh	GPR151 activ
C=CCSc1nc2sc3c(c2c(=O)n1-c1ccccc1)CCc1ccccc1-3	-0.1	-7.3	10.7	0.1
Cc1cc(-c2nc3cccnc3s2)ccc1NC(=O)c1ccc(Cl)nc1	0.1	8.0	-40.8	0.8
CN(C)S(=O)(=O)c1ccc(C(=O)OCCN2C(=O)c3cccc4c(N5CCCCC5)ccc(c34)C2=O)cc1	0.1	12.1	-7.9	-0.3
COc1ccc(C2/C(=C(\O)c3ccccc3)C(=O)C(=O)N2CC(OC)OC)c(OC)c1 (stereo unspecified)	-0.1	-3.7	-11.8	-0.8
Cc1cccc(NC(=O)CSC2=NS(=O)(=O)c3ccccc32)c1	0.7	-11.8	0.3	-0.6
N#Cc1ccc(-c2cccnc2)nc1SCC(=O)c1ccc(Cl)cc1	0.0	-7.2	3.6	1.8
COCCn1c(SCC(=O)Nc2cccc(OC)c2)nnc1-c1ccc(Cl)cc1	-0.3	-2.2	-2.7	0.2
CC(C)Oc1ccccc1C1Nc2ccccc2NC2=C1C(=O)CC(c1ccccc1Cl)C2 (stereo unspecified)	0.3	10.6	-11.6	-0.1
CCOc1ccc(-n2cc(C(=O)Nc3ccc(F)cc3Cl)c3cc(OC)c(OC)cc3c2=O)cc1	-0.1	-2.8	-3.3	-0.5
CCCCOc1ccc(C(=O)Nc2ccccc2C(=O)Nc2ccc(C)cc2C(=O)c2ccccc2)cc1	0.3	5.8	-1.8	0.3
COc1ccc(-c2noc(Nc3cccc(SC)c3)n2)cc1OC	-0.1	-1.5	-15.4	-1.9
S=C(NCC1CCCO1)N(CCc1nc2ccccc2[nH]1)Cc1cccnc1 (stereo unspecified)	1.2	23.5	-17.3	-1.1
CCOC(=O)c1cnc2c(c(C)nn2-c2ccc(C)cc2)c1NCCCn1ccnc1	0.0	5.7	-5.1	1.8
COC(=O)C1=CN(Cc2ccc(Cl)cc2)C=C(C(=O)OC)C1c1ccccc1OCc1ccccc1	-0.1	1.1	9.0	0.2
c1ccc2c(c1)nc1n2CCN1CCNC1CCCCC1	1.1	18.9	-2.9	0.1
Cn1nnnc1SC1CC(=O)N(c2ccccc2)C1=O (stereo unspecified)	1.3	11.5	-6.4	-1.1
Cc1cccc(OCC(=O)N2CCN(c3ccccn3)CC2)c1C	-0.3	-5.3	-5.0	0.1
Oc1ccccc1-c1cn2cc(Cl)ccc2n1	-0.5	9.4	-41.1	-1.9
Cc1cc(OCC(=O)NCCO)cc(C)c1Cl	0.1	10.3	-10.6	0.1
C=CCc1ccc(O)c(-c2cc(CC=C)ccc2O)c1	0.5&0.1	13.8&7.7	0.1&4.7	0.4&3.9

Shown as a markdown table: part of the list above
| SMILES | FBW7 act | MITF inh | TEAD-YAP inh | GPR151 activ |
| --- | --- | --- | --- | --- |
| Cn1nnnc1SC1CC(=O)N(c2ccccc2)C1=O (stereo unspecified) | 1.3 | 11.5 | -6.4 | -1.1 |
| Oc1ccccc1-c1cn2cc(Cl)ccc2n1 | -0.5 | 9.4 | -41.1 | -1.9 |

Continued:
SMILES	FBW7 act	MITF inh	TEAD-YAP inh	GPR151 activ
CCOC(=O)C(C)Oc1ccc2ccc(=O)oc2c1 (stereo unspecified)	0.0	-4.6	5.3	-0.4
CCN(C(=O)c1cc2c(=O)n3cccc(C)c3nc2n1C)c1ccccc1C	0.1	18.0	2.1	-0.2
CCOc1ccccc1NC(=O)CC1NCCNC1=O (stereo unspecified)	-0.2	0.1	4.3	1.0
CCOc1ccc(Cl)cc1/C=C1/C(=O)ON=C1C	-0.1	33.2	-4.7	-2.2
COc1ccc(C)cc1S(=O)(=O)Nc1ccccc1SC	0.0	-2.1	8.4	1.8
O=C(CC12CC3CC(CC(C3)C1)C2)Nc1ccncc1	0.3	6.6	5.0	3.3
Cc1cc(C)cc(NC(=O)Cc2ccccc2)c1	0.0	11.3	2.5	0.7
Cc1ccc(S(=O)(=O)N2CCN(c3ccccc3)CC2)cc1C(N)=O	0.0	-24.2	-1.2	1.3
CCOC(=O)CCN1C(=O)/C(=C\c2ccco2)SC1=S	0.1	17.4	7.0	-1.0
O=c1[nH]c(=O)n(-c2ccccc2)c(O)c1C=Nc1ccc2ccccc2c1	0.4	3.0	6.7	-0.1

An excerpt of these results, field by field.
CCOc1ccccc1NC(=O)CC1NCCNC1=O (stereo unspecified)
  FBW7 act = -0.2
  MITF inh = 0.1
  TEAD-YAP inh = 4.3
  GPR151 activ = 1.0

CCOc1ccc(Cl)cc1/C=C1/C(=O)ON=C1C
  FBW7 act = -0.1
  MITF inh = 33.2
  TEAD-YAP inh = -4.7
  GPR151 activ = -2.2

COc1ccc(C)cc1S(=O)(=O)Nc1ccccc1SC
  FBW7 act = 0.0
  MITF inh = -2.1
  TEAD-YAP inh = 8.4
  GPR151 activ = 1.8

O=C(CC12CC3CC(CC(C3)C1)C2)Nc1ccncc1
  FBW7 act = 0.3
  MITF inh = 6.6
  TEAD-YAP inh = 5.0
  GPR151 activ = 3.3

Next entries.
SMILES	FBW7 act	MITF inh	TEAD-YAP inh	GPR151 activ
COC(=O)CCSc1ccc([N+](=O)[O-])cc1S(=O)(=O)N1CCOCC1	0.5	20.4	-8.5	0.0
COc1ccc(CC(=O)NCC(c2ccco2)N2CCc3ccccc3C2)cc1 (stereo unspecified)	0.0	6.6	-4.1	0.8
N=C1C(c2nc3ccccc3[nH]2)=C(O)CN1c1ccc(Cl)cc1F	-0.1	4.4	-19.6	-0.8
CC(=O)N1CC(C)Sc2cc(S(=O)(=O)N3CCc4ccccc4C3)ccc21 (stereo unspecified)	-0.1	-4.2	21.1	3.5
Cc1sc2nc(C)n3c(=O)n(CC(=O)NC(C)(C)C)nc3c2c1C	0.1	-15.7	-0.9	-0.3
CC(=O)c1ccc2c3ccccc3n(C)c2c1	0.4	-7.4	-29.1	-0.8
CCCCCCSC1=C(C#N)C2(CCC(C)CC2)C(C#N)C(=O)N1 (stereo unspecified)	0.0	2.7	5.0	0.2
CCC(C)OC(=O)Cn1cnc2scc(-c3ccccc3)c2c1=O (stereo unspecified)	0.8	5.3	5.2	-0.3
CCOC(=O)CCSc1nc(C)c2cc(OC)ccc2n1	0.3	-10.2	-67.8	-2.0
CCN(CC)CCn1c(=S)sc2c(=O)n(-c3ccccc3OC)c(SCc3ccccc3Cl)nc21	0.1	3.3	-5.5	-1.3
COc1ccc(S(=O)(=O)NCC(c2ccco2)S(=O)(=O)c2cccs2)cc1F (stereo unspecified)	0.2	-13.6	-0.1	1.0
O=C(Cn1c(=O)n(Cc2ccc(Cl)cc2)c(=O)c2cccnc21)Nc1ccccc1F	-0.2	5.7	7.8	4.1
COC(=O)[C@@H]1C[C@H](NC(=O)c2ccc(OC)cc2OC)CN1Cc1cc(C)ccc1C	0.0	-1.8	-1.6	1.7
COc1ccc(C2CC(c3c(-c4ccccc4)c4cc(Br)ccc4[nH]c3=O)=NN2C(=O)c2ccccc2Cl)cc1 (stereo unspecified)	-0.1	10.3	-3.0	-0.1
CCOc1ccc(NC(C)C(=O)N/N=C/c2ccccc2O)cc1 (stereo unspecified)	-0.3	6.1	6.0	-0.6
O=C(CSc1ccc(Cl)cc1)N/N=C/c1ccc2c(c1)OCO2	0.0	13.2	5.2	0.2
O=C1CC(N2CCCCC2)C(=O)N1c1ccc(Cl)c(F)c1 (stereo unspecified)	0.0	14.9	-0.4	-0.9
O=[N+]([O-])c1ccc(N2CCN(C(=S)NCC3CCCO3)CC2)cc1 (stereo unspecified)	0.1	16.7	12.4	-0.3
Cc1c(CNCC(C)c2ccccc2)c(C(=O)O)c(C)n1Cc1ccc(F)cc1Cl (stereo unspecified)	-0.1	-2.7	3.5	1.0
O=C(Nc1ccc2c(c1)OCO2)N1CCCC(c2nnc(Cc3ccc(F)cc3)o2)C1 (stereo unspecified)	0.0	-3.8	-41.9	-1.3
N#Cc1ccc(C2C=C(c3ccccc3)Oc3[nH]c(=O)[nH]c(=O)c32)cc1 (stereo unspecified)	-0.1	-7.8	-0.1	-1.6
COc1cccc(CN2CCN(C(C)C)C(CCO)C2)c1O (stereo unspecified)	0.3	10.8	11.6	-2.2
Cc1ccc(S(=O)(=O)N(C)CCCC(=O)Nc2ccccc2C)cc1	0.4	8.1	17.5	-2.9
COC(=O)c1sc(N)c(C(=O)OC)c1CN1C(=O)c2ccccc2S1(=O)=O	0.1	17.9	-3.9	0.1
CC(=O)NC(=O)CSc1nnc(NC(=O)CSc2nc3ccccc3[nH]2)s1	-0.1	22.2	5.4	-1.5
N#Cc1c(N)c(C(=O)c2ccc(Cl)cc2)n2ccccc12	0.0	0.7	-9.4	-0.8
COc1ccc(Nc2nccc(NCCCN3CCOCC3)n2)cn1	0.0	4.9	7.1	0.8
COCCNC(=O)C1c2ccccc2C(=O)N(c2ccc(OC)cc2)C1c1ccc(OC)cc1 (stereo unspecified)	-0.1	1.6	-6.2	2.5
CC1=NN(c2ccc(C(=O)O)cc2)C(=O)/C1=C/c1ccc(-c2ccc3c(c2)COC3=O)o1	-0.1	11.1	0.5	-0.2
Cc1cccc(NC(=O)c2cccc([N+](=O)[O-])c2C)c1	0.0	1.3	4.6	-1.2
Cc1c(C(=O)N2CCC3(CC2)OCCO3)sc2ncnc(N3CCN(c4ccccc4)CC3)c12	-0.1	5.8	-1.1	-1.3
COC(=O)N1CC(c2ccccc2)CC1=O (stereo unspecified)	-0.1	13.7	-7.4	0.2
Cc1nc2ccccc2n1Cc1ccc(Cl)c(Cl)c1	-0.1	-6.9	18.4	2.0
COCCNC(=O)[C@@H]1C[C@@H](NC/C=C/c2ccccc2OC)CN1Cc1ccccc1	-0.1	-17.8	3.9	-0.5
Cc1cc[n+](CC(=O)N(c2ccccc2)C(C)C)cc1	0.0	1.0	8.4	0.5
COc1ccc(C[C@@H]2NC(=O)[C@@H]3C[C@H](NCc4cccc(C)c4)CN3C2=O)cc1	0.0	-6.8	-2.2	-0.4
Cc1ccc(CCNC(=O)CCc2nnc(Cc3c[nH]c4ccccc34)o2)cc1	0.0	-14.8	0.5	-0.1
COc1cc(C(CC(=O)O)N2Cc3ccccc3C2=O)cc(OC)c1OC (stereo unspecified)	0.1	-6.2	-0.5	-0.2
O=C(c1cnn2ccccc12)N1CCC(C(O)(c2ccccc2)c2ccccc2)CC1	-0.1	-1.6	-5.6	2.3
CCOc1ccc(C(=O)Nc2ccc(OC)c(Cl)c2)cc1Br	0.2	-11.2	-14.2	1.8
CCC1(C)CC(CCNCc2ccc(OC)cc2)(c2ccc(C)cc2)CCO1 (stereo unspecified)	-0.1	6.0	11.8	-0.7
COc1cc(NC(=O)Cn2nnc(-c3ccc(C)cc3-n3cnnn3)n2)cc(OC)c1	-0.2	0.6	-0.7	-0.7
COc1ccc(CCN2CCC(N(CC3CC3)C(C)=O)CC2)cc1	0.4	0.0	-0.7	0.5
O=C(CN1CCN(c2ccc(F)cc2)CC1)Nc1cccc(C(F)(F)F)c1	0.1	1.5	2.5	2.6
CCOc1ccc(-n2nc(C(=O)N(CC)CC)c3ccccc3c2=O)cc1	0.0	4.0	-8.4	-1.1
Nc1nc(SCC(=O)c2ccc(Oc3ccccc3)cc2)n[nH]1	-0.1	2.9	-17.9	0.6
CCOc1ccc(C(=O)N/C(=C/c2ccccc2)C(=O)NCCOC(C)=O)cc1	0.1	12.5	1.1	1.1
COc1ccc(N2CCN(c3ccc(NS(=O)(=O)c4ccccc4)nn3)CC2)cc1	0.0	3.0	5.3	-0.6
COc1cccc(NC(=O)CSc2nc3cc4c(cc3c(=O)n2CCC(=O)NCCc2ccc(OC)c(OC)c2)OCO4)c1	-0.2	-0.9	-3.5	0.4
COC(=O)c1ccc(NC(=O)CN2CCC(c3nc4ccccc4[nH]3)CC2)cc1	0.2	17.1	4.7	-2.5
Next structures:
SMILES	FBW7 act	MITF inh	TEAD-YAP inh	GPR151 activ
Cc1ccc(-c2ncn(-c3ccc(Nc4ncc5cccc(-c6ccc(C)nc6)c5n4)cc3)n2)cn1	2.3*	5.6	6.7	1.8
CCOC(=O)/C=C(/C)Nc1ccc2c(c1)c(C)c(C)n2C	0.1	22.7	-0.9	-0.9
COc1ccccc1/C=C/C(=O)Nc1ccccn1	0.0	3.8	3.2	0.4
COC(=O)C1=C(C)N(Cc2ccc(C)cc2)C(=O)/C1=C\c1cccs1	0.0	3.0	10.1	-0.4
CC(=O)c1ccc(OCCCC(=O)NCC(=O)Nc2cc(Cl)ccc2Cl)cc1	0.0	5.9	2.5	0.2
CN(C)c1ccc(C(c2ccc(O)cc2)c2ccc(N(C)C)cc2)cc1	-0.3	3.9	-8.6	-0.5
COC(=O)c1sc(NC(=O)c2cccc([N+](=O)[O-])c2C)c(C(=O)OC)c1C	-0.1	-0.3	8.2	-0.7
O=S(=O)(c1ccc(Cl)cc1)N1CCN=C1SCc1cccnc1	-0.1	4.9	-11.1	0.3
CCOC(=O)c1cnc2c(Cl)cccc2c1NCc1ccco1	0.5	-10.0	-8.0	-0.8
Cc1cccc(C)c1NC(=O)C1CC(O)CN1C(=O)OCC(C)C (stereo unspecified)	1.7	18.0	-1.2	0.2
